JMJD2C inh = inhibitors of human GASC-1 (JMJD2C) demethylase; Q9H3R0; GST-JMJD2C(1-420) H3K9me3 demethylation, DELFIA europium; inhibition, % at 2.35 µM; 330,000 tested, 0.069% active; AID 2099;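 active = more than half of a compound's replicate wells show inhibition beyond 50%, single wells judged on their own value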;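 also: signal counts dimethyl H3K9 product captured on neutravidin plate; 0% = median of DMSO wells and 100% = 0.3 times that DMSO median; strong numbers were not always called active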
Target sequence (Q9H3R0 1-420 limits assumed): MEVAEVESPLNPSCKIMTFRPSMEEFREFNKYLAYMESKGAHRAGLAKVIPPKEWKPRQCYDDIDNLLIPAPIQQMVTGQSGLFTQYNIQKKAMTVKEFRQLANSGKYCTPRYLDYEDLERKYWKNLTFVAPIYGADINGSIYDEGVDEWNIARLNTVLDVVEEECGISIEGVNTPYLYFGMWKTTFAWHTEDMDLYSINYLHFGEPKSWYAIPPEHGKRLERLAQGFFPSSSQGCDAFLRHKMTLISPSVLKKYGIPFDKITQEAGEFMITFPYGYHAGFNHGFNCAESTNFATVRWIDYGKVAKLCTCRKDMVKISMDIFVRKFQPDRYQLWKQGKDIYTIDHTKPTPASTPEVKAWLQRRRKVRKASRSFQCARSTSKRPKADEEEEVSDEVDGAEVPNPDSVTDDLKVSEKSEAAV
AHR activator = human AHR activation. activation, % at 5 µM. AID 2796. P35869. 320,000 tested, 2.5% active. AHR-responsive luciferase reporter cells, luminescence; in the data active = activation above about 47%;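 also: 0% = vehicle wells and 100% = reference agonist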
CR mimetic SO = yeast age-related superoxide inhibition as caloric restriction mimetic; S. cerevisiae aged cells, superoxide DHE fluorescence; active compounds read low; superoxide response (% of plate mean), % at 10 µM; 330,000 tested, 0.18% active;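 active = superoxide response under a set limit, about three screen SD below normal, cut at about 65% in these data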;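 also: yeast aged for seven days with compound at 30 °C before DHE staining; 100% = average MFI of all compound-treated wells on the plate with controls excluded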
proCasp7 act = counter-screen for procaspase-3 activators: activators of human procaspase-7; P55210; recombinant procaspase-7, Ac-DEVD-pNA absorbance 405 nm; D23A/D198A/D206A triple mutant, cannot self-cleave; scale: DMSO 0, 5 µM enzyme 100; activation, % at 8.5 µM; 330,000 tested, 0.093% active;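 active = percent activation above the screen-wide mean plus 3 SD, cut at about 25% in these data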
Target sequence (P55210 whole entry D23A/D198A/D206A): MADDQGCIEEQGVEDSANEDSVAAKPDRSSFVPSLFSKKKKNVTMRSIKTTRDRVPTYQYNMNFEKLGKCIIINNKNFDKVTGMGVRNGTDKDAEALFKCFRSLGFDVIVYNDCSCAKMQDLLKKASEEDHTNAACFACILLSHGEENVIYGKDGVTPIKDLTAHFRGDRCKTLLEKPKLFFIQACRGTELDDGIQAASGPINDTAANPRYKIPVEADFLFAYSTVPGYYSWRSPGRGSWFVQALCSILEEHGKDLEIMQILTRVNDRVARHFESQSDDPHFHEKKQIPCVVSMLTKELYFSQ
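Detection: p-Nitroaniline absorbance at 405 nm, read at 0 and 120 min; system: Uncleavable procaspase-7 mutant enzyme; evaluation: % activation from two-timepoint absorbance difference, scaled to controls; times: 1 h enzyme–compound preincubation and 2 h substrate reaction, both 25 °C; buffer or medium: Zinc-free HEPES pH 7.4 with 300 mM NaCl, 0.01% Triton X-100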
MEP2 TOR yeast = modulators of TOR pathway MEP2-GFP in S. cerevisiae; S. cerevisiae MEP2-GFP strain, flow cytometry GFP, 3 h; 100% = DMSO control level; GFP response vs DMSO, % at 10 µM; 330,000 tested, 0.51% active;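 active = GFP response versus DMSO above a set limit, roughly screen mean plus 3 SD, cut at about 180% in these data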;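 also: median GFP fluorescence of the barcode-gated MEP2-GFP cells per well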
LAP4-GFP MLPCN = alters LAP4-GFP fluorescence in TOR pathway yeast screen; GFP response vs DMSO, % at 10 µM; 320,000 tested, 0.34% active; S. cerevisiae LAP4-GFP multiplex, flow cytometry GFP, 3 h; median GFP as percent of DMSO wells;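 active = GFP response vs DMSO above a set limit, about the screen mean plus 3 SD, cut at about 150% in these data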
procasp3 activ = procaspase-3 (human) activation; P42574; recombinant procaspase-3 D3A, Ac-DEVD-pNA absorbance 405 nm; activation, % at 8.5 µM; 330,000 tested, 0.11% active; AID 463141;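 active = activation above the mean of all tested compounds plus 3 SD, cut at about 21% in these data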;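 also: 0% = DMSO alone and 100% = DMSO wells spiked with extra 5 µM PC-3 D3A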
Target sequence (P42574 whole entry D9A/D28A/D175A): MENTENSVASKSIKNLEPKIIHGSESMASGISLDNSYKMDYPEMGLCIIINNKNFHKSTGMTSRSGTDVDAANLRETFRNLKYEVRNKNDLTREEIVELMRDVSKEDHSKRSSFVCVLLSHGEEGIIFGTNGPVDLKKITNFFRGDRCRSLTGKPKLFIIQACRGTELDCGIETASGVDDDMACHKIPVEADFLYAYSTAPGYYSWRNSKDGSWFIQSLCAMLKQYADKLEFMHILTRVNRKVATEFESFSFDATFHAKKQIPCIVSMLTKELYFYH
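Evaluation: percent activation relative to control range; Material: Procaspase-3 D3A mutant, all three cleavage aspartates alanine; Compound: single dose, 8.5 µM nominal compound, 0.8% DMSO; Replication: one well per compound; Signal: absorbance at 405 nm, 0 and 120 min; Schedule: 1 h preincubation plus 2 h reaction at 25 °C.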
RPL19A-GFP yeast = alters RPL19A-GFP fluorescence in TOR pathway yeast screen | S. cerevisiae RPL19A-GFP strain, flow cytometry, 3 h; active compounds read low | percent response vs DMSO, % at 10 µM | 330,000 tested, 0.3% active | AID 2025;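 active = percent response vs DMSO below 50%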;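 also: median channel GFP fluorescence of the barcoded RPL19A-GFP strain; ratio of sample median GFP to plate DMSO average so 100% = DMSO; lower means less RPL19A-GFP as with rapamycin TOR inhibition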
* = called active by the depositor; · = no result given; & = joins results of further samples. Rows are unselected (roughly 3.8% active in at least one column).

compound,JMJD2C inh,AHR activator,CR mimetic SO,proCasp7 act,MEP2 TOR yeast,LAP4-GFP MLPCN,procasp3 activ,RPL19A-GFP yeast
O=C(Cn1nc(C(=O)O)c2ccccc2c1=O)Nc1cc(S(=O)(=O)N2CCCCC2)ccc1Cl,6,1,97,5,97,91,-1,94
COc1ccc(NC(=O)CN2C(=O)NC(c3ccccc3)(c3ccccc3)C2=O)cc1OC,-26,3,97,5,102,100,1,104
COc1cccc(-n2cc(CNCc3cn(C)nc3-c3ccccc3F)cn2)c1,0,1,94,1,98,101,-1,98
CS(=O)(=O)c1nc(S(=O)(=O)c2ccc(Cl)cc2)c(NCc2ccccn2)s1,1,2,111,11,93,100,3,100
COc1cc(OC)cc(-c2c(-c3ccc(F)cc3)c3cc(-c4ccc5c(c4)OCCO5)ccc3n2C)c1,1,1,94,3,103,101,1,98
CCN(CC)c1ccc(NC(=O)CC2Oc3ccccc3NC2=O)c(C)c1 (stereo not drawn),10,12,100,-1,109,104,-13,96
O=C(NCC(=O)N(Cc1ccco1)C(C(=O)NC1CCCCC1)c1ccncc1)c1cccs1 (stereo not drawn),-7,5,71,10,103,115,-7,97
O=C(C[n+]1ccccc1)N/N=C/c1ccccc1Cl,4,-1,109,4,98,101,1,94
Cc1ccc2c(C)c(C(=O)N(C)C(C)c3ccon3)oc2c1C (stereo not drawn),2,32,95,4,104,114,1,105
Cc1[nH]n(-c2ccccc2)c(=O)c1N=Nc1cccc(C(=O)O)c1,0,1,110,-13,103,95,-2,104
N#C/C(=C/c1ccc(N2CCOCC2)o1)C(=O)NC1CCCCC1,2,-7,111,-4,106,95,-6,99
Cc1ccc(S(=O)(=O)Nc2c(O)ccc3ccccc23)cc1,-3,54*,112,-13,95,100,-17,90
O=C(N/N=C/c1ccccc1)c1ccco1,1,7,101,3,98,119,-19,98
CCOC(=O)Cc1cnc(NC(=O)CSc2nc3ncnc(N)c3[nH]2)s1,-5,5,111,3,85,85,0,87
COc1ccc(CNC(=O)CCSc2ccc(F)cc2)cc1OC,6,3,103,4,93,113,-7,95
O=C(Cn1ncc2ccccc21)N1CCN(c2cccc(C(F)(F)F)c2)CC1,0,3,107,-1,102,100,-2,101
Cc1ccc(NCc2cccnc2)cc1,14,37,95,5,102,98,8,97
COc1ccc(S(=O)(=O)Nc2cccc(S(=O)(=O)N3CCCCCC3)c2)cc1,-1,-1,96,9,90,100,-1,96
CCOC(=O)NC(NC(=S)Nc1ccc(OC)cc1)C(Cl)(Cl)Cl (stereo not drawn),3,4,113,9,116,96,4,112
O=[N+]([O-])c1ccc(O)c(N=Cc2sc3ccccc3c2O)c1,-8,22,96,-16,113,105,-17,95
O=C1c2c(Br)c(Br)c(Br)c(Br)c2C(=O)N1c1ccccn1,-5,7,88,2,92,95,8,101
CCn1c(=NC(=O)c2ccco2)sc2cccc(F)c21,4,36,104,0,88,119,8,99
Cn1c(=O)n(C)c2cc(C(=O)c3ccccc3)ccc21,2,3,122,-3,97,100,-1,98
CCCc1cc(=O)oc2c(C)c(OCC(=O)NC3CCN(Cc4ccccc4)CC3)ccc12,-22,1,80,-4,100,98,11,101
COCc1cc(C)n(CC(=O)OC)c(=O)c1C#N,-6,-7,97,0,109,97,9,104
CNc1nc(N)c([N+](=O)[O-])c(NCCO)n1,0,0,96,-2,102,94,-6,106
Cc1cccc(Nc2nc(N)nc(CSC(=S)N3CCOCC3)n2)c1,-9,29,104,1,108,106,1,109
c1cn2c(Nc3ccc4c(c3)OCCO4)c(-c3ccc(N4CCOCC4)cc3)nc2cn1,0,23,108,-3,92,95,7,97
CCn1c(Cc2ccc(OC)cc2)nnc1SCC(=O)N1CCN(c2ccccc2)CC1,23,0,74,17,100,102,-4,103
CCOc1ccccc1-c1nc(CN2CCCN(C(=O)c3ccco3)CC2)c(C)o1,0,10,95,6,90,89,-2,98
CC(C)(C)n1nc2c(c1NC(=O)c1ccc(F)c(F)c1)CS(=O)(=O)C2,2,1,96,2,107,82,1,109
COc1ccc(CNC(=O)CCN2C(=O)c3ccncc3C2=O)cc1OC,-1,-1,124,7,105,108,-1,103
Cc1ncn(-c2ccc(C(=O)Oc3ccccc3)cn2)n1,11,-1,84,-5,100,96,5,103
CCOc1ccc(S(=O)(=O)N2CCC(C(=O)N3CCN(c4ccccc4)CC3)CC2)cc1,-2,-7,102,-4,104,95,-4,105
CN1CCc2c(c3c(n2C)CCN(C)[C@@H]3c2cccnc2)[C@H]1c1cccnc1,6&-2,-1&-2,92&89,3&-6,101&99,104&94,-3&7,104&102
C#CCOCCOCCOCCNc1nc(N2CCN(C(=O)CCCCCCCCCCNC(=O)[C@@H](CCSC)n3cc(CCO)nn3)CC2)nc(N2CCN(C(=O)CCCCCCCCCCNC(=O)[C@@H]([C@H](C)O)n3cc(C)nn3)CC2)n1,0,1,101,-8,95,98,2,100
COc1ccc(Cl)cc1NC(=O)COC(=O)C(CC(C)C)N1C(=O)C2CC=CCC2C1=O (stereo not drawn),17,0,100,3,91,89,3,96
Cc1c(NC(=S)N/N=C/c2ccc(Br)cc2)c(=O)n(-c2ccccc2)n1C,-12,3,111,0,97,103,-4,94
O=S(=O)(NCc1cccnc1)c1cccc2nsnc12,-2,-2,104,2,101,83,-1,104
COc1ccc(-n2nc(C(=O)NCC(=O)N3CCC(C(N)=O)CC3)c3ccccc3c2=O)cc1OC,-2,-2,103,2,101,91,5,98
S=C(NCc1ccco1)Nc1ccc(Cl)cc1Cl,-39,1,93,2,101,117,-7,103
S=C(N/N=C/c1ccccc1Cl)Nc1cccc(Cl)c1Cl,-22,118*,96,-5,93,98,-9,90
CC(C)N(O)C(=O)NC(C)(C)C,17,3,101,-6,100,94,-1,98
O=C(CN1CCCC1)N1c2ccccc2Sc2ccc(Cl)cc21,2,·,93,·,104,101,·,104
COc1ccc(-c2noc3c2-c2nc(-c4ccc(Cl)cc4)sc2CC3)cc1,5,5,94,-5,89,107,-6,95
COc1cccc(CNS(=O)(=O)c2ccc3c(c2)CCN3C(=O)C2CC2)c1,-3,8,119,4,95,92,-2,104
O=C(NC1CCN(C(=S)Nc2ccccc2)CC1)C1CCCCC1,0,1,95,0,104,105,-2,104
COc1ccc(S(=O)(=O)N2CCCC(C(=O)NCc3cccnc3)C2)cc1 (stereo not drawn),4,0,101,1,96,98,4,100
CCC[N+](CC#Cc1ccccc1)(CCC)CC(=O)OC,-2,1,103,7,108,103,-6,105
CC(=O)Oc1ccc(C(=O)Nc2nccs2)cc1,-3,2,103,-2,92,88,-4,93
O=C(NC(=S)NCC1COc2ccccc2O1)c1ccccc1 (stereo not drawn),10,1,95,-14,106,110,6,96
COC(=O)Cc1ccc(NC(=O)c2ccc(NC(=O)c3ccco3)cc2)cc1,-4,-2,88,3,101,106,-5,97
COc1cccc(COC(=O)C2CC(=O)N(Cc3ccc(C)cc3)C2)c1OC (stereo not drawn),1,0,104,4,99,105,0,99
CCOc1ccccc1Nc1ccnc2cc(Cl)ccc12,-1,30,99,15,96,115,-4,95
CCOc1ccc(NC(=O)Nc2cc(-c3ccccc3)sc2C(=O)OC)cc1,-2,47*,98,11,112,105,14,100
Cc1nnc(N2C(=O)C(O)=C(C(=O)c3ccco3)C2c2ccc(F)cc2)s1 (stereo not drawn),-1,-6,100,-9,100,95,-10,104
O=C(OCc1nnc(-c2ccc(Cl)cc2)o1)c1ccncc1,0,12,97,13,99,109,1,97
Cc1cccc(C)c1NC(=O)CN(C)C(=O)CSCc1c(C)noc1C,-5,0,121,13,97,93,1,87
CCOC(=O)C1CCN(S(=O)(=O)c2ccc(-c3ccccn3)s2)CC1,2,-2,86,3,93,110,7,95
COC(=O)c1cc(NC(=O)CC2C(=O)NCCN2C(=O)c2ccccc2)cc(C(=O)OC)c1 (stereo not drawn),10,3,94,0,89,88,0,93

Of the compounds above, two have bromine:
compound,JMJD2C inh,AHR activator,CR mimetic SO,proCasp7 act,MEP2 TOR yeast,LAP4-GFP MLPCN,procasp3 activ,RPL19A-GFP yeast
O=C1c2c(Br)c(Br)c(Br)c(Br)c2C(=O)N1c1ccccn1,-5,7,88,2,92,95,8,101
Cc1c(NC(=S)N/N=C/c2ccc(Br)cc2)c(=O)n(-c2ccccc2)n1C,-12,3,111,0,97,103,-4,94

Additional records:
compound,JMJD2C inh,AHR activator,CR mimetic SO,proCasp7 act,MEP2 TOR yeast,LAP4-GFP MLPCN,procasp3 activ,RPL19A-GFP yeast
Cc1ccsc1C(=O)OCC(=O)c1ccc(OC(F)F)cc1,-4,0,91,2,94,111,0,97
C#CCNC(=O)C1=C[C@H](C(C)(C)C)C[C@H](OCc2ccc(CO)cc2)O1,-1,1,98,10,98,136,1,95
CCCS(=O)(=O)N1CCCC(C(=O)NCc2ccco2)C1 (stereo not drawn),0,4,88,6,98,91,-5,99
O=C1CN(c2ccccc2)C(=S)N1C(=O)c1ccc(Br)cc1,-32,3,88,-12,94,98,-3,100
COc1ccc(OCCN2CCOCC2)cc1,-2,-1,105,-6,104,99,1,103
Cc1ccc(NC(=O)NC(=O)N(C(C)C)S(=O)(=O)c2ccc(C)cc2)cc1,-3,9,104,6,101,106,-7,99
COc1ccc(C(=O)NCCCOc2cccc(NC(C)=O)c2)cc1,-9,5,103,2,118,119,-8,109
CNc1nc(=S)[nH]c2ccccc12,1,2,90,-20,97,101,-6,94
CC(C)(O)C(O)COc1c2ccoc2cc2oc(=O)ccc12 (stereo not drawn),-2,3,103,-5,109,106,5,100
O=C(/C=C/c1ccco1)NC(=S)Nc1ccccn1,-6,66*,98,-15,102,109,-12,96
O=c1c2ccccc2c(C=NCCCN2CCOCC2)c(O)n1Cc1ccc2c(c1)OCO2,-8,0,101,0,96,102,-3,100
CC(=O)c1ccc(NC(=O)Nc2cccc(Cl)c2)cc1,2,-3,95,10,104,104,1,102
O=C(Nc1nnc(C2CC2)s1)C1CCCCC1,-1,2,100,2,96,106,-1,93

Reformatted field by field: entries from further up
CNc1nc(=S)[nH]c2ccccc12
  JMJD2C inh: 1
  AHR activator: 2
  CR mimetic SO: 90
  proCasp7 act: -20
  MEP2 TOR yeast: 97
  LAP4-GFP MLPCN: 101
  procasp3 activ: -6
  RPL19A-GFP yeast: 94
CC(C)(O)C(O)COc1c2ccoc2cc2oc(=O)ccc12 (stereo not drawn)
  JMJD2C inh: -2
  AHR activator: 3
  CR mimetic SO: 103
  proCasp7 act: -5
  MEP2 TOR yeast: 109
  LAP4-GFP MLPCN: 106
  procasp3 activ: 5
  RPL19A-GFP yeast: 100
O=C(/C=C/c1ccco1)NC(=S)Nc1ccccn1
  JMJD2C inh: -6
  AHR activator: 66*
  CR mimetic SO: 98
  proCasp7 act: -15
  MEP2 TOR yeast: 102
  LAP4-GFP MLPCN: 109
  procasp3 activ: -12
  RPL19A-GFP yeast: 96
O=c1c2ccccc2c(C=NCCCN2CCOCC2)c(O)n1Cc1ccc2c(c1)OCO2
  JMJD2C inh: -8
  AHR activator: 0
  CR mimetic SO: 101
  proCasp7 act: 0
  MEP2 TOR yeast: 96
  LAP4-GFP MLPCN: 102
  procasp3 activ: -3
  RPL19A-GFP yeast: 100

Screens from PubChem.
